Pol beta inh – blocks human DNA polymerase beta activity; 340,000 tested, 1.3% active; Pol beta primer extension/strand displacement, fluorescence kinetic; Potency, µM (doses to about 114 µM), without a hit: top-dose activity change, negative = inhibition, most hits filed as inhibitors; note: potency is the fitted concentration of half-maximal effect; % is set by controls: 0 for no effect and ±100 for the full control effect
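Enzyme-only controls used 10 nM Pol beta; buffer lacking enzyme served as negative control. Compound preincubated 15 min, then 50 nM substrate added; 0 and 10 min reads at room temperature.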
Anesthetic bind – binds horse apoferritin like a general anesthetic; apoferritin/1-aminoanthracene competitive binding, fluorescence; Potency, µM (highest dose often 77.5 µM), for the others: at the top dose activity change, negative = displacement, hits mostly inhibitors; 350,000 tested, 0.074% active; AID 485281; note: potency is the fitted concentration of half-maximal effect; % is set by controls: 0 for no effect and ±100 for the full control effect; nearly all actives have a fitted effect of over 20% in size
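Probe: 1-aminoanthracene (50% saturated, PBS). Protein: horse-spleen apoferritin, 10 uM. Incubation: 10 min, room temperature. Detection: 380 nm excitation, 535 nm emission. Analysis: normalized response, four-parameter Hill.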
POLK inh – DNA polymerase kappa (human) inhibition; Potency, µM (top dose mostly 107 µM), inactives show top-dose activity, negative = inhibition, hits mostly inhibitors; 400,000 tested, 0.53% active; Q9UBT6; purified Pol kappa, fluorescent DNA synthesis assay, 10 min; note: potency is the fitted concentration of half-maximal effect; % is set by controls: 0 for no effect and ±100 for the full control effect
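Enzyme at 10 nM met test compounds for 15 min at room temperature. Substrate addition (50 nM final) began the reaction, which was monitored by fluorescence at 0 and 10 min.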
Tb PGK inh – T. brucei PGK inhibition. P07378. PGK/GAPDH coupled, Kinase-Glo luminescence, 60 min. Potency, µM (doses to about 57.5 µM), without a hit: at the highest dose activity change, negative = inhibition, actives largely listed as inhibitors. 380,000 tested, 0.043% active; note: potency is the fitted concentration of half-maximal effect; % is set by controls: 0 for no effect and ±100 for the full control effect; nearly all actives have a fitted effect of over 60% in size
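Recombinant glycosomal PGK reaction used 1,3-bisphosphoglycerate generated in-well by GAPDH (100nM final) in 100mM TEA pH 7.6, 5mM MgCl2, 0.01% Tween-20. After 60 minutes at room temperature, ATP was read by Kinase-Glo Plus luminescence end-point.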
POLH inh – DNA polymerase eta (human) inhibition | AID 588591 | Q9Y253 | 390,000 tested, 1.2% active | recombinant Pol eta, fluorescent DNA replication assay | Potency, µM (titrated, usually from 114 µM), without a hit: at the top dose activity change, negative = inhibition, most hits filed as inhibitors; note: potency is the fitted concentration of half-maximal effect; % is set by controls: 0 for no effect and ±100 for the full control effect
Target sequence (Q9Y253 whole entry, looked up): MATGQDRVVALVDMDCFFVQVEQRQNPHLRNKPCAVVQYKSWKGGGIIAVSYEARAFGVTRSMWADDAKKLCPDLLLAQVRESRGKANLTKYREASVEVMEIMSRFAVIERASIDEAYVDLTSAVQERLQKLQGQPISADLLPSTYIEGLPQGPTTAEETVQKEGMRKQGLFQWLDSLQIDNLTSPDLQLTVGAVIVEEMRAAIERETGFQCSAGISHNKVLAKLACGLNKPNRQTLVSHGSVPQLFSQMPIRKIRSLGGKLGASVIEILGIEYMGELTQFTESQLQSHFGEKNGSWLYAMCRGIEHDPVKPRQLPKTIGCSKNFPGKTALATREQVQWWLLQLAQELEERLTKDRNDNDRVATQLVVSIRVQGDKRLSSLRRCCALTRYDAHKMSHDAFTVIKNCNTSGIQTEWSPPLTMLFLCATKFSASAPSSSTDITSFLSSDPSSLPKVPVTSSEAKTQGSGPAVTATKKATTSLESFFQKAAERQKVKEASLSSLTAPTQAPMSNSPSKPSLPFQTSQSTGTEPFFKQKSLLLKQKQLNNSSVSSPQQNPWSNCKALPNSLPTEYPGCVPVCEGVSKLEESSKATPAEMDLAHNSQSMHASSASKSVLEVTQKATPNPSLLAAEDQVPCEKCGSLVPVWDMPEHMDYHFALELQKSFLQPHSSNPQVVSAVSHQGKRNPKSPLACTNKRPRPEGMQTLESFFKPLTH
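Fluorescent replication assay: 50 nM final substrate added after a 15 min room-temperature compound preincubation with 10 nM enzyme. Signal taken at 0 min and again at 10 min.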
BLM inh – inhibitors of human Bloom syndrome helicase BLM; recombinant BLM DNA unwinding, fluorescence dequenching; AID 2528; Potency, µM (series often up to 56.1 µM), without a hit: at the top dose activity change, negative = inhibition, usual class: inhibitors; 350,000 tested, 0.2% active;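 note: potency is the fitted concentration of half-maximal effect; plate controls were vehicle for no effect and no enzyme for full effect; nearly all actives have a fitted effect of over 35% in size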
POLI inh – DNA polymerase iota (human) inhibition | Q9UNA4 | Pol iota fluorescent replication assay, 10 min | Potency, µM (series often up to 115 µM), for the others: at the top dose activity, negative = inhibition, most hits filed as inhibitors | 390,000 tested, 1% active; note: potency is the fitted concentration of half-maximal effect
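Pol iota at 10 nM preincubated 15 min with compounds at room temperature; reaction started with fluorescent substrate, 50 nM final. Fluorescence read kinetically at 0 and 10 min; buffer-only wells as negative control.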
RXFP1 antag – RXFP1 (human) relaxin receptor antagonism | Q9HBX9 | HEK293-RXFP1, relaxin-stimulated cAMP HTRF, 30 min; stronger effect = lower value | activity change, negative = inhibition, % at 57.5 µM | 350,000 tested, 0.59% active;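 active = activity change of -60% or lower, but not beyond a set lower limit; inconclusive = change between -60% and -40%, or beyond the set limit; inactive = change above -40%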; note: % is set by controls: 0 for no effect and ±100 for the full control effect
APE1 inh – blocks human APE1 abasic DNA cleavage | 350,000 tested, 0.35% active | Potency, µM (titrated, usually from 65.8 µM), inactives show at the top dose activity change, negative = inhibition, most hits filed as inhibitors | recombinant APE1, TAMRA/BHQ-2 abasic DNA cleavage fluorescence | AID 2517;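 note: potency is the fitted concentration of half-maximal effect; plate controls were vehicle for no effect and reference inhibitor for full effect; nearly all actives have a fitted effect of over 55% in size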
Target sequence (P27695 whole entry, looked up): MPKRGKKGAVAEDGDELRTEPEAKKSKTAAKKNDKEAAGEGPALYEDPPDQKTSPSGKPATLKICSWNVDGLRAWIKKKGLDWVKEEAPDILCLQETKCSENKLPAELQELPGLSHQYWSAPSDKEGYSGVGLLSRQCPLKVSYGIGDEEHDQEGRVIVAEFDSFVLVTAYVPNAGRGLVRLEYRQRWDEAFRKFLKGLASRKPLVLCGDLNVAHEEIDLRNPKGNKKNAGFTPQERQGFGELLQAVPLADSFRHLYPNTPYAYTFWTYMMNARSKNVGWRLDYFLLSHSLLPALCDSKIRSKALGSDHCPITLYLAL
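Incision of a quenched TAMRA/BHQ-2 THF abasic-site duplex (50 nM) by 0.75 nM APE1, after 15 min compound preincubation, measured as fluorescence increase over three 60 s reads. Values normalized to buffer, DMSO and NSC13755 control wells.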
* marks the source's active call; other numbers are inactive results; i = inactive; ? = inconclusive; · = not tested or not shown; & = joins results of further samples; [ ] = dose if it differs, or a comment. Unless noted, calls come from the whole dose curve; as a rule, active = well fitted curve in the direction sought with a large enough effect; inconclusive = small, poorly fitted or top-dose-only effect, or another doubt; inactive = no such curve, though single readings can be large; an effect the other way counts as inactive or inconclusive.

| entry | structure | Pol beta inh | Anesthetic bind | POLK inh | Tb PGK inh | POLH inh | BLM inh | POLI inh | RXFP1 antag | APE1 inh |
| --- | --- | --- | --- | --- | --- | --- | --- | --- | --- | --- |
| 1 | CS(=O)(=O)/C(C#N)=C/c1c(-c2ccccc2)nc2n1CCS2 | 9% | -4% | 6% | -3% | 8% | -2% | 45% | -5 | 1% |
| 2 | Cc1ccc(-c2csc(-c3nc(-c4ccc(Br)s4)cs3)n2)cc1 | 3% | 5% | -1% | 11% | -10% | -3% | 0% | -2 | · |
| 3 | CNc1ccc(Cl)cc1C(N)=O | 0% | 79%[activator] | -7% | 2% | -5% | -5% | 34%[activator] | 4 | 1% |
| 4 | CCN(CC)c1ccc2cc(C(=O)Nc3ccc(-n4cnnn4)c(OC)c3)c(=O)oc2c1 | 6% | -18% | · | · | · | -2% | · | · | -1% |
| 5 | COCCN(C(=O)c1ccc(N(C)S(=O)(=O)c2ccc(C)cc2)cc1)c1c(N)n(CC(C)C)c(=O)[nH]c1=O | · | · | -10% | 2% | 1% | · | 13% | 0 | · |
| 6 | O=C(c1ccc2c(c1)OCO2)N1CCN(c2ccccn2)CC1 | 7% | 0% | -10% | -3% | -9% | -1% | 3% | 6 | -4% |
| 7 | C=CCn1c(SCC(=O)NC2CCCc3ccccc32)nnc1-c1ccncc1 (stereo not given) | 35% | -8% | -2% | 2% | -20% | 1% | -4% | 11 | 0% |
| 8 | Cc1ccc(NC(=O)CCC(=O)OCC(=O)c2ccc(Oc3ccc([N+](=O)[O-])cc3)cc2)c(C)c1 | 7% | ? | -24% | -4% | -7% | 0% | 15% | 1 | 0% |
| 9 | Cc1cc(CNC(=O)Cc2ccccc2)c2ccccc2n1 | 4% | -11% | 1% | i | 2% | -2% | 88%[activator] | -11 | 6% |
| 10 | COc1cc(C(=O)NCCC(=O)NCCCN2CCCCC2C)cc(OC)c1OC (stereo not given) | 23% | -3% | -1% | -1% | -15% | -1% | 1% | 13 | -3% |
| 11 | N/C(=N\OC(=O)CC1CCCCC1)c1ccc(Cl)cc1 | 15% | -9% | -3% | 3% | -21% | -2% | 73%[activator] | -31 | 8% |
| 12 | CSc1ncc(CN2CCCC(C(=O)c3ccc(C(C)(C)C)cc3)C2)cn1 (stereo not given) | -8% | ? | 5% | · | -16% | -7% | ? | -16 | -3% |

Brought forward from above: six entries, followed by the next part.
| entry | structure | Pol beta inh | Anesthetic bind | POLK inh | Tb PGK inh | POLH inh | BLM inh | POLI inh | RXFP1 antag | APE1 inh |
| --- | --- | --- | --- | --- | --- | --- | --- | --- | --- | --- |
| 7 | C=CCn1c(SCC(=O)NC2CCCc3ccccc32)nnc1-c1ccncc1 (stereo not given) | 35% | -8% | -2% | 2% | -20% | 1% | -4% | 11 | 0% |
| 8 | Cc1ccc(NC(=O)CCC(=O)OCC(=O)c2ccc(Oc3ccc([N+](=O)[O-])cc3)cc2)c(C)c1 | 7% | ? | -24% | -4% | -7% | 0% | 15% | 1 | 0% |
| 9 | Cc1cc(CNC(=O)Cc2ccccc2)c2ccccc2n1 | 4% | -11% | 1% | i | 2% | -2% | 88%[activator] | -11 | 6% |
| 10 | COc1cc(C(=O)NCCC(=O)NCCCN2CCCCC2C)cc(OC)c1OC (stereo not given) | 23% | -3% | -1% | -1% | -15% | -1% | 1% | 13 | -3% |
| 11 | N/C(=N\OC(=O)CC1CCCCC1)c1ccc(Cl)cc1 | 15% | -9% | -3% | 3% | -21% | -2% | 73%[activator] | -31 | 8% |
| 12 | CSc1ncc(CN2CCCC(C(=O)c3ccc(C(C)(C)C)cc3)C2)cn1 (stereo not given) | -8% | ? | 5% | · | -16% | -7% | ? | -16 | -3% |
| 13 | CC(=O)Nc1ccc(S(=O)(=O)N2CCCN(S(=O)(=O)c3ccc(NC(C)=O)cc3)CC2)cc1 | -23% | -3% | 9% | -3% | -14% | -2% | -6% | -1 | 1% |
| 14 | COc1ccc(CNS(=O)(=O)NCc2ccc(C)cc2)cc1 | 10% | -3% | -7% | 1% | -2% | -3% | 29% | 4 | 17% |
| 15 | COc1nc(OC)nc(Oc2ccc(Cl)cc2[N+](=O)[O-])n1 | 23% | 9% | -14% | 0% | -9% | 5% | -6% | 2 | 1% |
| 16 | Cc1csc2nc(O)c(C(=O)NCCC3=CCCCC3)c(=O)n12 | · | · | -4% | -10% | -2% | · | 8% | -13 | -20% |
| 17 | CCC1=NC(c2ccc(OC)cc2)N(O)C1(C)C (stereo not given) | 3% | -13% | -4% | 4% | -17% | -2% | 18% | 16 | -1% |
| 18 | CS(=O)(=O)N1CCN(c2ccnc3cc(Cl)ccc23)CC1 | -3% | -4% | -6% | -3% | -2% | 4% | -14% | 19 | 0% |
| 19 | O=C(NCc1cccc(C(F)(F)F)c1)c1ccc2c(c1)OCCO2 | -18% | 1% | -1% | 0% | -16% | -3% | 2% | -3 | 48% |
| 20 | COC(=O)C1=CNC=C(C(=O)OC)C1c1ccc(Cl)cc1 | ? | 167%[activator] | -1% | 5% | -17% | -12% | 42% | -1 | -7% |
| 21 | CCC(C)Cn1c(S(=O)(=O)O)nc2ccccc21 (stereo not given) | -11% | -11% | -14% | 1% | 1% | 4% | -3% | -4 | -4% |
| 22 | CCOC(=O)c1ccc(N2C(=O)c3n[nH]c(C)c3C2c2ccc(OC)cc2OC)cc1 (stereo not given) | -11% | -19% | -7% | i | -16% | -9% | 5% | -31 | -10% |
| 23 | CC(OC(=O)CN(C)S(=O)(=O)c1ccc(Cl)cc1)C(=O)Nc1ncc(Cl)cc1Cl (stereo not given) | 32% | -17% | -3% | -8% | 0% | 0% | 5%[58.9 µM] | 13 | -4% |
| 24 | Cc1cc2ncc(C(N)=O)cn2n1 | 29% | -4% | 0% | -10% | -4% | 0% | -29% | -6 | 1% |
| 25 | CCc1cccc(CC)c1NC(=O)COC(=O)CC1c2ccccc2CCN1S(=O)(=O)c1ccccc1 (stereo not given) | -1% | 41%[activator] | -7% | -7% | -13% | -4% | 5% | 15 | -1% |
| 26 | COc1ccc(C(C)(C)C)cc1NC(=O)C1CC(=O)N(C2CCCC2)C1 (stereo not given) | · | · | -10% | 8% | -7% | · | 110%[activator] | -7 | 0% |
| 27 | COc1ccc(-c2ncc(CN3CCC(CO)(Cc4cccc(OC)c4)CC3)cn2)cc1 | 1% | -11% | -6% | -9% | 28% | 1% | -16% | 6 | -3% |
| 28 | CCOC(=O)c1c(S(=O)(=O)NCC(=O)Nc2cc(C)ccc2OC)c(C)n(C)c1C | 27%&7% | 6%&-20% | -10% | ? | ? | -3%&0% | 4%&6% | ? | 0% |
| 29 | CCC(=O)Nc1nc(=S)ss1 | -10% | -9% | -1% | 2% | -4% | -2% | 22% | -7 | 4% |
| 30 | O=C(NCCCN1CCN(Cc2ccccc2)CC1)c1nnc(Cc2c(F)cccc2Cl)o1 | 33% | -21% | 3% | 10% | -14% | 4% | 18% | -6 | 2% |
| 31 | COc1cccc(NC(=O)c2oc3ccccc3c2NC(=O)C23CC4CC(CC(C4)C2)C3)c1 | 27% | -5% | -2% | 12% | -7% | -7% | -16% | -15 | · |
| 32 | Cc1ccc(CSc2nc(-c3cccs3)ccc2C#N)cc1 | -1% | 2% | -3% | i | ? | -3% | -1% | · | · |
| 33 | O=C(COc1ccccc1F)NNC(=O)c1ccc(N2CCCCC2)c([N+](=O)[O-])c1 | 1% | -10% | -10% | 3% | -25% | 4% | 32%[activator] | -5 | 3% |
| 34 | C[C@@H]([C@H](O)c1ccccc1)N(C)C(=S)Nc1ccccc1 | -25% | -5% | -3%[60.1 µM] | -7% | 7% | -1% | -17% | -4 | 6% |
| 35 | CCN(CC)C(=S)SCC(=O)c1ccc(F)cc1 | 15% | ? | -15% | -3% | -15% | 0% | -2% | 10 | -5% |
| 36 | COc1cccc(OC)c1OCC(O)CN1CCN(c2ccc(F)cc2)CC1 (stereo not given) | -29% | 0% | 8% | -4% | -24% | -1% | ? | -7 | 46%[activator] |

#37 O=C(CN(Cc1cccs1)C(=O)CSc1nnc(COc2ccccc2)o1)NC1CCCCC1
#38 CCOC(=O)c1ccc(NC(=S)N2CCC(O)CC2)cc1
#39 COc1nc(N(C#N)CC(N)=O)nc(N2CCCC2)n1
#40 CCOC(=O)c1[nH]c(C)c(C(=O)Nc2ccc(C)c(C)c2)c1C
#41 CC(C)CN1CCc2nc(N3CCN(c4ncccn4)CC3)ncc2C1
entry no.	37	38	39	40	41
Pol beta inh	0%	5%	19%	-1%	-2%
Anesthetic bind	-6%	-5%	-4%	-7%	15%
POLK inh	1%	-3%	-12%	-11%	-1%[60.1 µM]
Tb PGK inh	-3%	-5%	5%	-10%	-2%
POLH inh	-10%	-12%	-4%	1%	-23%
BLM inh	5%	4%	0%	1%	9%
POLI inh	-5%	14%	18%	9%	10%
RXFP1 antag	-9	-12	0	·	-26
APE1 inh	15%	2%	-3%	-6%	·

#42 Cc1cc(C)c2c(CC(=O)NCc3ccco3)coc2c1
#43 OC(COc1ccccc1CNCc1cccnc1)CN1CCc2ccccc2C1 (stereo not given)
#44 COc1ccc([C@]2(C(C)C)ON(c3ccccc3C(F)(F)F)C2=O)cc1
#45 CCCCC(=O)Nc1nnc(SCC(=O)NCC2CCCO2)s1 (stereo not given)
#46 O=C(C1=C(O)C(=O)N(CC2CCCO2)C1c1cccc(Cl)c1)c1ccco1 (stereo not given)
entry no.	42	43	44	45	46
Pol beta inh	1%	17%	·	·	55%
Anesthetic bind	0%	-17%	·	·	-10%
POLK inh	-2%	-2%	-4%	-10%	-5%
Tb PGK inh	i	-5%	i	-4%	5%
POLH inh	-6%	-14%	-5%	-14%	9%
BLM inh	1%	-7%	·	·	0%
POLI inh	0%	1%	9%	20%	-8%
RXFP1 antag	-4	-5	·	4	6
APE1 inh	1%	7%	-10%	6%	-8%

Bioassay records: PubChem, National Center for Advancing Translational Sciences (NCATS)

Only part of the results is shown; the hit share may differ from the screen's.
